TPT1 inhibitor – Candida albicans TPT1 enzyme inhibitors, primary screen, biochemical, fluorescence polarization; recombinant caTPT1, FP RNA substrate dephosphorylation; inhibition, % at 5 µM; 300,000 compounds, 0.81% hits;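 active means inhibition above the mean of all tested compounds plus 3 SD, set per screening campaign, cut at about 24% in these data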;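 further: plate controls were DMSO alone for no effect and ferristatin control at 100 nM for full effect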
PP5 primary – PP5 phosphatase inhibitors, primary screen, biochemical, fluorescence. inhibition, % at 6.7 µM. purified PP5c, OMFP substrate fluorescence. 320,000 compounds, 0.18% hits. AID 1987, 2009. Serine/threonine-protein phosphatase 5 (Homo sapiens), P53041;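 active means inhibition above the campaign's mean inhibition across all tested compounds plus 3 SD, cut at about 9.5% in these data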;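 further: 0% = DMSO only and 100% = 100 µM cantharidin control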
Efflux pump mplx – inhibitors of Candida efflux pumps in yeast, primary screen, S. cerevisiae, Nile Red, multiplex; S. cerevisiae Candida pump triplex; inhibition, % at 10 µM; 330,000 compounds, 0.44% hits; AID 485275, 2010;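 active means plate passing quality check with inhibition over a set limit, or well fluorescence over plate mean plus 4 SD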;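 further: Nile Red retained in pooled yeast measured as flow cytometry median fluorescence; 0% = buffer negative control and 100% = Enniatin B positive control; higher means more Nile Red kept so more efflux inhibition; some compounds called inactive have numbers as strong as hits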
core dimer inh – inhibitors of HCV core protein dimerization, primary screen, biochemical, TR-FRET, high-throughput; inhibition, % at 5 µM; 300,000 compounds, 0.33% hits; AID 1899, 2009; TR-FRET GST/Flag-core106 dimerization, 1536-well;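 active means inhibition above the mean of all tested compounds plus 3 SD, set per screening campaign, cut at about 45% in these data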
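Assay system: GST-tagged and Flag-tagged HCV core protein residues 1-106 / Times: compound-protein-antibody incubation 4 h at 22.5 °C / Signal: time-resolved FRET, ex 340 nm, em 617 and 671 nm / Evaluation: % inhibition based on acceptor/donor emission ratio / Benchmarks: wells lacking GST-core106 and wells with excess unlabelled core106 / Repeats: singlicate, one well per compound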
CTSL1 counter – Fasciola hepatica cathepsin L1 inhibitors, primary screen, counter-screen for PFM18AAP inhibitor project, biochemical, QFRET, fluorogenic peptide substrate. inhibition, % at 5.96 µM. 300,000 compounds, 0.49% hits. AID 1906, 2009. recombinant F. hepatica cathepsin L1, Z-Leu-Arg-MCA fluorescence;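 active means inhibition above the mean of all tested compounds plus 3 SD, set per screening campaign, cut at about 17% in these data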;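 further: 0% = plate median of test compound wells and 100% = 1 µM Z-Phe-Ala-diazomethylketone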
PREPL inhibitor – PREPL enzyme inhibitors, primary screen, biochemical, fluorescence polarization; Prolyl endopeptidase-like (Homo sapiens), Q4J6C6; recombinant PREPL, fluorescence polarization activity-based probe; inhibition, % at 5.96 µM; 320,000 compounds, 0.68% hits; AID 2751, 2010; in the data active means inhibition above about 43%;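 further: 0% = enzyme with DMSO and 100% = wells lacking enzyme; many of its hits are not listed in these tables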
Target sequence (Q4J6C6 whole entry, looked up): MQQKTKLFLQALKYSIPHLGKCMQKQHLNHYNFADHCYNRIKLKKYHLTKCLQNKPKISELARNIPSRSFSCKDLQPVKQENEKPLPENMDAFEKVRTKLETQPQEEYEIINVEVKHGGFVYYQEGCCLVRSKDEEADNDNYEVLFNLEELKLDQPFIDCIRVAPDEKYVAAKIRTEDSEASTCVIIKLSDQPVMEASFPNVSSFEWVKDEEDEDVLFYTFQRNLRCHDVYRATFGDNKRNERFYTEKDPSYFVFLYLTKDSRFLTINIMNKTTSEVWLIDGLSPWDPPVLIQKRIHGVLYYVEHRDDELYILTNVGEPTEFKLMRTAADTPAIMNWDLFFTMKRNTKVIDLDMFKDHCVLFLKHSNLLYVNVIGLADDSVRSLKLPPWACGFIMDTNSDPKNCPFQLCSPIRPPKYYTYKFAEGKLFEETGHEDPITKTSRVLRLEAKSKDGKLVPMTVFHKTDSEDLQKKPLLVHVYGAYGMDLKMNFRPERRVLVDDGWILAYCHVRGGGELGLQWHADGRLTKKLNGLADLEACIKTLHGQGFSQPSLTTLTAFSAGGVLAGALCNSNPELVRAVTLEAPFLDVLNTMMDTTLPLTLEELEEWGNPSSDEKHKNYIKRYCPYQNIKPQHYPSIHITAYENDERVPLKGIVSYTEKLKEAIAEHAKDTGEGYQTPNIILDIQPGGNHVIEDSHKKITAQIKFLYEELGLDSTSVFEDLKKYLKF
EBNA-1 inhibitor – EBNA-1 DNA-binding inhibitors, primary screen, biochemical, fluorescence polarization. 300,000 compounds, 0.34% hits. AID 1950, 2009. inhibition, % at 14.8 µM; in the data active means inhibition above about 28%
ZTA DNA inh – counter-screen for EBNA-1 inhibitors: inhibitors of Epstein-Barr virus ZTA; P03206; ZTA-DNA binding, fluorescence polarization; inhibition, % at 11 µM; 320,000 compounds, 0.15% hits; AID 2234; in the data active means inhibition above about 33%
Target sequence (P03206 whole entry, looked up): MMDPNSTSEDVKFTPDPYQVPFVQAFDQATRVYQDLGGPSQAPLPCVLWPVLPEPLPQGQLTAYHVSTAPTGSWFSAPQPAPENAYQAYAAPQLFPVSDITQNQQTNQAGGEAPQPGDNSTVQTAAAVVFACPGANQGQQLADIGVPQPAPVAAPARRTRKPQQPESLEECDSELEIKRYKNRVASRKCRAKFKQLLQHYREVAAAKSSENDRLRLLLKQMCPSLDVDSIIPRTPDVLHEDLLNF
PP1 inh – PP1-alpha phosphatase inhibitors, primary screen, counter-screen for PP5 inhibitor project, biochemical, fluorescence, OMFP substrate, single point. purified PP1alpha. Serine/threonine-protein phosphatase PP1-alpha catalytic subunit (Homo sapiens), P62136. inhibition, % at 6.7 µM. 320,000 compounds, 0.9% hits;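 active means inhibition above the mean inhibition of all tested compounds plus 3 SD, computed separately for each screening campaign, cut at about 15% in these data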
Starred values were filed as active, the others as inactive; . = not tested or not shown. This is a subset. The share of hits here may be higher or lower than overall.

cpd	Compound	TPT1 inhibitor	PP5 primary	Efflux pump mplx	core dimer inh	CTSL1 counter	PREPL inhibitor	EBNA-1 inhibitor	ZTA DNA inh	PP1 inh
1	CCCCN(c1ccccc1)S(=O)(=O)c1cccc(C(=O)O)c1	-5	-0.7	-0.2	0	1	2	4	3	-4
2	CCOc1ccc(NC(=O)C2CCCN(C(=O)NCc3ccccc3)C2)cc1 (stereo not drawn)	3	-0.1	0.2	4	3	18	-9	-5	-2
3	Cc1ccc(NC(=S)N(CCN(C)C)C(C)c2ccco2)cc1C (stereo not drawn)	-1	-1.0	0.1	-1	-2	-1	6	2	5
4	Cn1c(CNC(=O)CNC(=O)c2ccc(F)cc2)cc(=O)n(C)c1=O	-4	0.1	-0.2	-17	-5	22	4	-1	-2
5	Cc1ccc(NC(=O)C2(N(CC(C)C)C(=O)Cn3nnnc3N)CCCCC2)cc1	-4	1.9	0.0	-3	-4	-2	-3	-2	-2
6	O=C(Nc1ccc(S(=O)(=O)N2CCOCC2)cc1)c1ccc(CN2CCc3ccccc3C2)cc1	-4	1.3	-0.1	8	2	-9	12	9	3
7	Cc1ccc(C)c(N2CCN(C(=O)C3CCC3)CC2)c1	-3	0.6	-0.2	9	-14	10	-3	-2	-10
8	COc1ccc(NC2=C(C(C)=O)C(c3ccc4c(c3)OCO4)C(C(C)=O)C(C)(O)C2)cc1 (stereo not drawn)	5	1.5	-0.1	2	0	23	1	-24	2
9	NC(=O)CS(=O)(=O)c1nc2ccccc2n1CC(=O)N1CCCCC1	0	0.7	0.0	0	0	-4	-3	-8	-3
10	COc1ccc(NS(=O)(=O)c2cccc(-c3nnc(-c4ccccc4)o3)c2)cc1	4	2.4	0.3	18	-1	-40	-2	8	3
11	COc1ccc(NS(=O)(=O)c2ccc3[nH]c(=O)[nH]c3c2)cc1	1	1.9	0.0	-1	1	-16	-6	6	2
12	Cc1nc2ccc(NC(=O)COc3ccccc3C)cc2s1	7	-0.8	0.2	2	-4	13	-9	12	2
13	CC(C)c1nc2sc3c(c2c(=O)n1N)CC(C)(C)OC3	-2	2.5	0.0	0	2	0	1	12	2
14	CNS(=O)(=O)c1cc(O)c2c(S(=O)(=O)NC)cccc2c1	0	-1.7	0.4	1	2	16	-9	5	-1
15	CCOc1ccc(-c2nnc(N(CC)C(=O)C3CCC3)s2)cc1	-5	3.1	0.1	8	-1	-14	-13	-14	-1
16	CCCCC(C(=O)NC1CCCC1)N(C(=O)c1snc(C(N)=O)c1N)c1ccc(OCC)cc1 (stereo not drawn)	-2	2.2	0.3	0	2	11	-23	4	4
17	O=C(NCC(c1ccco1)N1CCCC1)c1sc2ccccc2c1Cl (stereo not drawn)	3	0.3	0.0	6	3	13	4	0	0
18	Cc1c(CC(=O)NCCC(=O)O)c(=O)oc2cc3occ(-c4ccccc4)c3cc12	0	0.1	-0.1	2	2	-8	3	1	0
19	Cc1oc2cc3oc(=O)c(CC(=O)O)c(C)c3cc2c1-c1ccccc1	-1	-1.4	0.1	6	1	-11	14	8	2
20	Cc1cc(=O)c2c([nH]1)c(C)cc1[nH]c(C)c(C)c12	.	-3.2	-0.1	.	.	23	.	-7	-7
21	CC(C)(CC(=O)O)CC(=O)N1CCN(c2nc3cc(Cl)ccc3s2)CC1	-3	-1.9	0.1	8	-4	1	0	7	-5
22	COc1ccc(CCN2CC(C(=O)OCC(=O)NC(C)c3cccc(Cl)c3)CC2=O)cc1OC (stereo not drawn)	.	0.2	0.1	.	.	-12	.	1	0
23	CCN(CC)C(=O)C1CC(=O)OC12CCCCC2 (stereo not drawn)	2	-2.4	-0.1	1	-2	0	-3	3	-4
24	COc1ccc(C(=O)N2CCCC(C(=O)N3CCN(c4ccccc4)CC3)C2)cc1 (stereo not drawn)	-1	-1.1	0.1	4	2	13	2	-16	2
25	NCCc1ccc(O)c(O)c1	-1	1.8	0.0	-8	0	11	-3	6	-4
26	COC(=O)c1[nH]c2cc(OC)c(OC)cc2c1NC(=O)c1cccc(OC)c1	-2	5.3	0.2	-16	-1	9	-4	11	0
27	COc1ccc(C)cc1S(=O)(=O)N(C)CC(=O)N1CCCC1	-4	1.0	-0.1	-6	1	18	0	-23	-5
28	Cc1ccnc(NS(=O)(=O)c2ccc(NC(=O)COc3ccccc3)cc2)n1	2	0.2	0.0	-1	7	-3	-6	10	-3
29	O=C(COc1ccc(Br)cc1Cl)Nn1cnnc1	-4	0.4	-0.1	-3	-2	0	3	7	-5
30	Cc1nn2c(c1-c1ccc(Cl)cc1)N=C(c1ccco1)CC2c1ccccc1 (stereo not drawn)	8	2.1	3.6	27	2	9	-1	-6	9
31	Cc1ccc(S(=O)(=O)CCNC(=O)Cc2ccc(Cl)cc2)cc1	2	0.5	-0.1	-8	-1	-15	11	11	2
32	Cc1cc(Cl)ccc1NC(=O)CCN1C(=O)C2CCCCC2C1=O (stereo not drawn)	.	1.2	-0.1	.	.	5	.	-4	-2
33	CCOC(=O)n1c(SCC(=O)N(CC)CC)nc2ccccc21	0	1.9	0.0	-7	6	-7	-5	-13	1
34	CCCCOC(=O)c1ccc(NC(=O)c2cc(Cl)ccc2OC)cc1	-2	3.9	-0.1	-4	-3	-11	4	11	1
35	NC(=S)NNC(=S)Nc1ccccc1	2	0.5	-0.1	-9	0	-7	15	-3	-1
36	O=C(CC(=O)c1ccccc1[N+](=O)[O-])c1ccccc1	-1	2.8	0.1	-3	5	2	6	5	-1
37	O=C(/C=N/O)Nc1ccccc1	1	-1.3	0.2	-2	-2	8	0	-3	-3
38	Cc1cccc(NC(=O)CCN2C(=O)c3ccccc3C2=O)n1	1	0.8	-0.1	-3	-4	0	2	4	-2
39	CCN=C1SC(CC(=O)Nc2sc(C)c(C)c2C(=O)OC)C(=O)N1CC (stereo not drawn)	2	0.3	0.0	-4	8	15	3	7	-4
40	CCOC(=O)C1=C(C)N=c2s/c(=C\c3ccc(OCC(=O)O)cc3)c(=O)n2C1c1ccccc1 (stereo not drawn)	6	-1.0	-0.1	9	6	3	1	6	9
41	Cc1ccc(CNc2ccc3c(c2)OCO3)c(C)c1	26*	2.4	0.1	-4	-3	37	-1	-19	10
42	Cc1nn(-c2ccccc2)c(C)c1C(=O)OCC(=O)N1CC(=O)Nc2ccccc21	3	0.8	-0.1	10	1	-4	-1	9	-3
43	CC1(C)C2([N+](=O)[O-])CN3CC1([N+](=O)[O-])CN(C2)C3c1ccc(O)c(O)c1 (stereo not drawn)	-1	1.0	0.0	-1	1	0	-1	0	0
44	Cc1ccc(C(=O)c2cc3c(cc2N)OCCO3)cc1	-2	0.5	-0.2	-1	2	3	-2	16	-3
45	CCOCCCNC(=O)/C(C#N)=C/c1ccccc1F	0	0.5	0.0	-1	-2	8	-2	-12	-6
46	COc1ccccc1C(=O)Nc1ccc(OCC(=O)N2CCCCC2)cc1	.	5.5	-0.1	.	.	16	.	-11	-4
47	Cc1noc(NS(=O)(=O)c2ccc(N/C=C/C(=O)c3cccnc3)cc2)c1C	1	0.5	0.0	-3	7	14	-2	-3	0
48	CC(Oc1ccc(F)cc1)C(=O)Nc1cc(S(=O)(=O)N2CCOCC2)ccc1N1CCCC1 (stereo not drawn)	2	0.8	0.1	1	0	9	-9	-5	-4
49	COc1ccc(-c2ccc(-c3nc4ccc(C)cn4c3NC3CCCCC3)cc2OC)cc1	-1	4.2	0.0	20	3	16	15	9	12
50	CCOC(=O)C1=C(C)NC(=S)N(C(C)=O)C1c1ccc(OC)c(OC)c1 (stereo not drawn)	-2	-0.6	-0.2	-2	1	9	-6	-13	7

Three compounds out of the list above, arranged by the number in core dimer inh, low to high:
No.	smiles	core dimer inh
44	Cc1ccc(C(=O)c2cc3c(cc2N)OCCO3)cc1	-1
42	Cc1nn(-c2ccccc2)c(C)c1C(=O)OCC(=O)N1CC(=O)Nc2ccccc21	10
49	COc1ccc(-c2ccc(-c3nc4ccc(C)cn4c3NC3CCCCC3)cc2OC)cc1	20

Continued:
cpd	Compound	TPT1 inhibitor	PP5 primary	Efflux pump mplx	core dimer inh	CTSL1 counter	PREPL inhibitor	EBNA-1 inhibitor	ZTA DNA inh	PP1 inh
51	COc1cccc(/C=N/n2c(SC)nnc2-c2ccccc2)c1O	-1	-0.4	-0.1	2	1	-15	14	4	-5
52	CCC(O)C1CCN(C(=O)c2ccc(OC3CCN(Cc4ccccn4)CC3)cc2)CC1 (stereo not drawn)	-4	1.5	1.3	-14	-2	20	-3	-11	2
53	CCCCN(CC)CCCNC(=O)c1cn(CC)c2ccc(S(=O)(=O)N3CCc4ccccc4C3)cc2c1=O	-3	1.3	0.1	5	5	12	-4	15	8
54	CCOC(=O)c1c(-c2ccc(C)cc2)csc1NC(=O)c1ccc(N2C(=O)CCC2=O)cc1	-4	1.1	-0.1	-9	-1	-8	-5	-14	0
55	CO/N=C/c1ccc(Oc2ccc(C)cc2)c([N+](=O)[O-])c1	-3	2.9	0.1	3	0	8	8	-5	0
56	O=C(Nc1cccc(C(=O)Nc2ccc(F)cc2F)c1)c1ccccc1	-1	1.4	0.1	2	-4	8	1	-2	2
57	COCCSc1ccccc1C(=O)NCc1ccc2c(c1)OCO2	-6	1.5	0.1	-10	2	-3	-13	7	-3
58	COc1ccc(N2CCN(C(=O)C3CCN(S(=O)(=O)c4ccc(C)cc4)CC3)CC2)cc1	-6	-1.8	-0.1	-2	-1	13	8	4	-6
59	O=C1CC(N2CCOCC2)C(=O)N1c1ccccc1Cl (stereo not drawn)	0	4.0	0.1	0	1	5	-5	6	-6
60	CCCC(c1nnnn1CCOC)N1CCN(c2nc3ccccc3s2)CC1 (stereo not drawn)	4	2.6	0.1	-2	1	15	-19	-1	-3
61	CCCC(=O)NC(c1ccc(C)cc1)c1ccc2cccnc2c1O (stereo not drawn)	0	1.9	-0.2	8	1	0	-5	-10	23*
62	CCOc1cc(S(=O)(=O)Nc2ccc(Cl)cn2)ccc1F	-3	0.2	-0.2	7	0	9	-8	5	-1
63	CC(C)(CSc1ncccn1)NS(=O)(=O)c1ccccc1	-4	0.1	-0.2	-3	6	20	7	-5	0
64	CC(C)CCNC(=O)NC(=O)CSc1ccc(S(=O)(=O)N2CCOCC2)cn1	.	2.3	0.1	.	.	27	.	-4	0
65	N/C(=N\c1nc2c(c(=O)[nH]1)CCC2)Nc1ccccc1	-3	2.1	0.0	1	-1	0	-11	-2	-4
66	COc1cc(C(=O)NCc2ccc(C)cc2)ccc1OCc1c(C)noc1C	-3	2.6	0.0	4	-3	10	-12	-10	-2
67	Cc1ccccc1Oc1ccc(S(=O)(=O)NCCC(=O)O)cc1	-2	1.5	0.1	-1	0	-6	4	6	3
68	Cc1nn(-c2ccc(C(=O)N3CCN(S(=O)(=O)c4ccccc4C(F)(F)F)CC3)cc2)c(C)c1Cl	.	4.8	0.1	.	.	7	.	-15	0
69	O=C(CSCc1ccccc1)NNc1c(F)c(F)cc(F)c1F	1	0.5	4.0	-4	-5	11	-15	-1	-13
70	O=C(CCn1nc(-c2ccc(Cl)cc2)ccc1=O)N1CCN(c2ccc(F)cc2)CC1	-4	1.2	0.0	-1	6	-39	-4	-12	4

Assay outcomes from PubChem.
